thrombin 1536: thrombin (human) inhibition | P00734 | alpha-thrombin, Boc-VPR-AMC fluorogenic substrate cleavage | inhibition, % at 5 µM | 220,000 compounds, 0.26% hits | AID 1046;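 active means inhibition at or above 40%; inactive means inhibition below 40%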;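 further: 0% = enzyme with no compound and 100% = wells without enzyme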
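signal = AMC fluorescence, 355/460 nm | material = human alpha-thrombin enzyme | control set = enzyme without compound as high, wells lacking enzyme as low | times = reaction at room temperature | read-out basis = percent inhibition scaled between no-compound controls and no-enzyme blanks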
Rad51 HR inh: blocks human Rad51 in homologous recombination. Q06609. hRad51 DNA strand exchange, fluorescence dequenching. inhibition, % at 10 µM. 200,000 compounds, 0.085% hits;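 active means inhibition above 40% at the single screening dose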;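 further: 0% = DMSO control wells and 100% = blanks with heterologous ssDNA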
Target sequence (Q06609 whole entry, looked up): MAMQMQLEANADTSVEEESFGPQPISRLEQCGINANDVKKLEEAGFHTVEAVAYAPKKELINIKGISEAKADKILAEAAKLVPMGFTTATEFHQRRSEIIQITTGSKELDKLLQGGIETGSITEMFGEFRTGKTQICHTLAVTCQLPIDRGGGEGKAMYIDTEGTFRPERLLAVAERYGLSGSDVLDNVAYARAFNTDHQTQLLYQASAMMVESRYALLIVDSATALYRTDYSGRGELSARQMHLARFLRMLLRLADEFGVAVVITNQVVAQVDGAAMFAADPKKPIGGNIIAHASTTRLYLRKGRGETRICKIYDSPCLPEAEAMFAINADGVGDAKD
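material = hRad51 filaments on single-stranded DNA | reagent = Donor/quencher-labelled 47-bp dsDNA substrate | compound = 10 µM final, single point | schedule = strand-exchange reaction 15 min at room temperature | measured by = fluorescein emission 520 nm, excitation 485 nm | read-out basis = % inhibition versus plate control and blank means | benchmarks = plate controls and plate blanks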
Hck Nef HTS: inhibitors of human Hck kinase activated by Nef; Recombinant Hck-YEEI plus Nef, Z-Lyte FRET kinase assay; 220,000 compounds, 0.68% hits; AID 463187; P08631; inhibition, % at 20 µM;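 active means Hck-Nef kinase inhibition above about 50%, limit read from the data; inactive means inhibition below that limit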;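 further: 0% = DMSO with Hck plus Nef and 100% = Hck alone without Nef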
KLK5 inh: kallikrein 5 (human) inhibition; 210,000 compounds, 0.59% hits; inhibition, % at 5 µM; recombinant hK5, fluorogenic AMC substrate cleavage; Q9Y337;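 active means inhibition of 40% or more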;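 further: 0% = enzyme controls without compound and 100% = no-enzyme blanks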
zVAD death inh: L929 zVAD cell death inhibition | viability rescue, % at 10 µM | L929 zVAD necroptosis rescue, ATP luminescence, 24 h; with zVAD 60 µM | 220,000 compounds, 0.38% hits;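 active means activation, scaled between plate controls, above about 75%, limit read from the data; inactive means activation under that limit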;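 further: 0% = zVAD with DMSO and 100% = DMSO alone without zVAD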
FXIIa inh: factor XIIa (human) inhibition; 220,000 compounds, 0.3% hits; purified FXIIa, Boc-QGR-AMC fluorogenic substrate, 2 h; inhibition, % at 5 µM; P00748; in the data active means inhibition above about 40%;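 further: 0% = enzyme with no compound and 100% = blank without enzyme; many of its hits are not listed in these tables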
Target sequence (P00748 20-372 limits assumed): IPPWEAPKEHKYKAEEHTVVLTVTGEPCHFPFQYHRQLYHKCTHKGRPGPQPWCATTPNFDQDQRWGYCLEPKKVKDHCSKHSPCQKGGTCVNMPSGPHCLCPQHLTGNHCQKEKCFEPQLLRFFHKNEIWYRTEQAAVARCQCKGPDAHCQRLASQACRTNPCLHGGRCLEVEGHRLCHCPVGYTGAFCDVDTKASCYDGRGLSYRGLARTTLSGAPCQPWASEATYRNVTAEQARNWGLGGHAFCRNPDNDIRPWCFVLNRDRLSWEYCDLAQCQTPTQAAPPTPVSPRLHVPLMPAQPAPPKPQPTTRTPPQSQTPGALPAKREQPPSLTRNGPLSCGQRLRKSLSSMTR
Target sequence (P00748 373-615 limits assumed): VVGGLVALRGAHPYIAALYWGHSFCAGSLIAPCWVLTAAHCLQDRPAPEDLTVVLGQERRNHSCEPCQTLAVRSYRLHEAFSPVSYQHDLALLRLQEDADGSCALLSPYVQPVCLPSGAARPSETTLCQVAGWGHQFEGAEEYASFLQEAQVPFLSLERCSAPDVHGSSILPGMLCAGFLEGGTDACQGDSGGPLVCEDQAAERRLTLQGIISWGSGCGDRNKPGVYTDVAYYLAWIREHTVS
TNF necrop inh: blocks TNF-alpha induced death of Jurkat FADD-/- cells. activation (protection from cell death), % at 10 µM. 220,000 compounds, 0.068% hits. Jurkat FADD-/- TNF necroptosis rescue, ATP luminescence, 24 h; 0 = TNF only, 100 = no-TNF cells;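 active means activation, meaning protection from cell death, of at least 50% relative to plate controls; inactive means activation below 50%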;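 further: necroptosis triggered by 40 ng/mL TNF-alpha added together with compound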
KCC2 mod: modulates chloride dependent transport by human KCC2 | KCC2 cells, thallium flux FluoZin-2 fluorescence | B-score of Tl+ flux slope (higher = more flux/activation; lower = inhibition) at 10 µM | Q9H2X9 | 190,000 compounds, 2.2% hits;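 active means thallium flux slope and its plate-corrected score both differing from the plate sample mean at a set confidence after two filtering rounds, in either direction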;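 further: slope of fluorescence scaled to starting intensity during 10 to 20 s after thallium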
FXIa inh: inhibitors of human coagulation factor XIa. P03951. purified FXIa, Boc-Glu-Ala-Arg-AMC fluorogenic substrate. inhibition, % at 5 µM. 220,000 compounds, 0.14% hits. AID 798;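 active means inhibition of at least 40%; inactive means inhibition below 40%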;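 further: fluorescence of freed AMC excited at 355 nm; 0% = enzyme without compound and 100% = no enzyme blank; many of its hits are not listed in these tables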
* hit, by the source's call; . = not tested or not shown. These rows are one share of the data. The share of hits here may be higher or lower than overall.

canonical_smiles	thrombin 1536	Rad51 HR inh	Hck Nef HTS	KLK5 inh	zVAD death inh	FXIIa inh	TNF necrop inh	KCC2 mod	FXIa inh
NC(=O)C1CCN(CC(=O)NC(=O)NC2CCCC2)CC1	-3	21	19	-1	1.4	4	0.0	0.16	-4
c1ccc(C2=Nn3c(nnc3-c3ccccn3)SC2)cc1	2	-7	3	-9	0.0	-2	-1.3	-0.18	1
COc1ccc(C2CC(c3ccc(Cl)cc3Cl)n3nc(N)nc3N2)cc1 (stereo not drawn)	-2	-2	7	2	1.0	10	0.1	0.055	7
CC(C)C(NC(=O)C12CC3CC(CC(C3)C1)C2)C(=O)N/N=C/C1=C(N2CCOCC2)C(=C\c2ccc([N+](=O)[O-])cc2)/CC1 (stereo not drawn)	3	.	0	0	2.8	10	3.7	0.66	5
CCN(C(=O)C1CCCCC1)c1nnc(-c2cccnc2)s1	2	.	0	-4	0.5	19	18	.	10
CCC(C)NC(=O)Nc1ccc2c(c1)N(C)C(=O)c1ccccc1S2 (stereo not drawn)	-4	-3	2	-10	1.1	9	4.3	0.46	1
O=C(NCC(c1cccs1)N1CCOCC1)c1ccc(Cl)c(S(=O)(=O)N2CCOCC2)c1 (stereo not drawn)	-11	.	6	2	0.8	7	3.1	0.3	4
CCCC(=O)N1CCN(c2ccc(NC(=S)NC(=O)CC)cc2)CC1	-8	5	0	-13	-0.5	2	-2.5	.	-3
O=C(CN(Cc1ccco1)S(=O)(=O)c1ccccc1)N/N=C/c1cccc(O)c1	-3	6	0	-6	-0.3	9	-1.1	-0.18	-8
CC(=O)CSc1nsc(SCC(C)=O)c1C#N	-7	-4	2	0	-0.5	8	-5.9	-1.3	3
COc1ccc(-c2nnc(-c3ccc(N(C)C)cc3)o2)cc1	-18	1	1	-212	-0.3	-33	-1.2	0.027	-30
Cc1ccc2nc3c(cc2c1)CN(Cc1ccco1)C(=NCC1CCCO1)S3 (stereo not drawn)	3	4	0	-22	1.0	17	-0.9	3*	24
O=C1NC(Cc2ccccc2)C(=O)N1Cc1cc([N+](=O)[O-])cc2c1OCOC2 (stereo not drawn)	-2	7	29	0	0.0	6	1.3	-0.42	2
Cc1ccccc1N1CCN(c2ccc(NC(=O)C3CCCCC3C(=O)O)cc2)CC1 (stereo not drawn)	-5	14	8	-13	0.0	2	1.5	-1.4	3
CCc1noc(C)c1C(=O)Nc1nc(-c2ccc(Cl)cc2Cl)cs1	-4	10	1	-17	1.5	7	0.5	-0.44	3
COc1ccc(-n2nnnc2-c2ccccc2)cc1	-5	-5	0	-9	-0.8	7	-6.9	0.76	-2
CC1CN(S(=O)(=O)c2ccc(C(=O)Nc3ccc(S(=O)(=O)Nc4nccs4)cc3)cc2)CC(C)O1 (stereo not drawn)	-4	.	1	-6	1.0	6	1.7	-0.099	4
CC1(C)CC(=O)C(=CN2CCN(C(=O)c3ccco3)CC2)C(=O)C1	-7	1	-1	-29	-0.6	7	-0.7	.	-3
Cc1ccc(C)c(NC(=S)NCc2cccn2C)c1	-2	.	-1	-2	-0.4	8	-10.0	0.32	0
CCOC(=O)C(Cc1ccccc1)C(=O)Nc1nccs1 (stereo not drawn)	4	7	1	-9	0.1	-2	-5.9	.	7
Cn1c(=NC(=O)c2ccccc2[N+](=O)[O-])sc2cccc(F)c21	0	.	21	1	0.2	9	-1.5	-0.21	5
Cn1c(SCCC(=O)O)nnc1-c1ccncc1	-1	-1	7	-5	-0.5	9	-0.1	0.46	8
O=S(=O)(c1ccc(Cl)s1)N1CCN(Cc2ccccc2)CC1	-10	-5	-12	-1	0.9	1	3.1	-1.2	0
COc1cccc(N2CCN(C3CC(=O)N(c4ccc(Cl)c(Cl)c4)C3=O)CC2)c1 (stereo not drawn)	2	-5	0	-9	0.8	12	-0.7	0.35	1
Cc1cc(Nc2cccc(F)c2)nc(-c2ccccc2O)n1	3	-5	3	-18	9.3	22	6.4	.	19
CCn1ccnc1C(O)c1ccc(N(C)C)cc1 (stereo not drawn)	-4	-3	-1	2	0.0	-10	-0.1	0.79	-3
CCOc1ccccc1C1NC(=O)NC(C)=C1C(=O)OC1CCCC1C (stereo not drawn)	-6	6	0	-2	0.1	20	-0.4	-0.2	17
Cc1cccc(C(C)C)c1NC(=O)COC(=O)c1cccc(S(=O)(=O)N2CCc3ccccc3C2)c1	-3	7	12	-16	0.6	17	1.0	0.19	8
CCOC(=O)c1sc(NC(=O)CCN2C(=O)c3cccc([N+](=O)[O-])c3C2=O)c(C(=O)OCC)c1C	-10	6	3	-25	0.0	-1	-2.7	.	-8
CCOc1ccc2oc(C(=O)OCC(=O)NC3CC3)c(C)c2c1	-3	10	21	-6	4.2	7	0.5	0.086	5
COc1cccc(OC)c1OCC(O)CN1CCN(c2ccccc2)CC1 (stereo not drawn)	-1	-2	-2	-12	0.7	11	0.2	0.011	0
NC(=O)C(c1ncc(C(F)(F)F)cc1Cl)c1c(Cl)cccc1Cl (stereo not drawn)	5	6	0	-4	-0.3	19	-4.7	.	8
C#CC(C)(C)NC(=O)CSc1nc2c(c(=O)n(C)c(=O)n2C)n1CCCC	-2	-4	2	-2	0.1	14	0.4	0.0091	2
Cc1ccc(NNC(=O)c2ccno2)cc1Cl	23	-11	-5	19	1.4	17	-4.0	-0.35	3
Cc1ccc2oc(=O)n(CCOc3ccccc3C)c2c1	-7	-6	18	4	-0.9	9	-1.3	0.54	-1
CCN1CCN(c2nc3c(c(=O)[nH]c(=O)n3C)n2CCCc2ccccc2)CC1	-6	-3	23	4	-1.3	9	-0.2	-0.17	0
Cc1ccccc1C(=O)NNC(=O)CSc1nnc(-c2ccncc2)n1-c1ccccc1	-5	.	-1	-28	-0.6	6	2.2	-0.94	1
COC(=O)c1cn(NC(=O)/C=C/c2cc(OC)ccc2OC)c(=O)c2ccccc12	-8	15	3	-27	0.6	-15	-0.3	0	0
COc1ccc(/C=C/C2=CC(C)(C)NC(=S)N2)cc1	0	-3	3	-11	1.7	19	-4.0	0.71	-6
COc1cccc(/C=N/NC(=O)c2[nH]nc3c2CCc2ccccc2-3)c1	-6	7	9	-6	0.4	7	-13	-1.5	4
COc1cc(NC(=O)CSc2nncn2C)c(C)cc1[N+](=O)[O-]	-5	-2	16	-5	1.3	11	0.4	1	-1
COc1cccc(OCC(=O)NC2CCCCC2)c1	1	4	1	0	0.4	13	2.3	0.04	3
Cc1ccc2[nH]c(=O)c(-c3nc4ccccn4c3NCc3ccco3)cc2c1	19	-1	-5	-22	2.9	25	-3.9	0.51	20
COP(=O)(OC)c1nc(-c2cccc3ccccc23)oc1NCCc1ccccc1	-24	4	8	-77	0.6	-24	1.7	-0.42	-3
CCSc1nc2ccccc2n1C(=O)c1ccc(S(=O)(=O)N2CCCCC2)cc1	3	3	1	3	0.8	11	-3.2	1.3	-3
CSc1cccc(NC(=O)CCCOc2ccc(Cl)cc2Cl)c1	-3	7	-13	-11	.	1	2.3	1.5	-9
CN(C(=O)c1c(Cl)nc2sccn12)C1CCCCC1	-8	-4	3	-19	0.1	-4	1.0	0.36	-10
COc1ccc2cc3c(N)nn(C(=O)Cc4c[nH]c5ccccc45)c3nc2c1	-3	-26	18	-2	74	7	10	-1.6	-1
Cc1ccc(C(C)NC(=O)Cn2nc(C)c([N+](=O)[O-])c2C)cc1 (stereo not drawn)	-5	1	0	15	0.9	12	1.4	1.2	5
Cc1cc(SC(C)C(=O)Nc2ncc(Cl)cc2Cl)nc2ccccc12 (stereo not drawn)	-3	.	1	-9	.	0	-4.9	0.074	-5
CC1=CC(=C(C#N)c2nc3ccccc3s2)C=C(C)N1CC1CCCO1 (stereo not drawn)	-12	-13	-52	0	4.6	9	-0.3	-0.29	-2
COc1ccc(NC(=O)N2CCCC(CNS(=O)(=O)c3cccs3)C2)c(C)c1 (stereo not drawn)	-3	4	13	-24	5.4	0	1.6	0.082	-6
NC(=O)[C@@H]1CCCNc2c(I)cc([N+](=O)[O-])cc2C(=O)N[C@@H](CCC(=O)O)C(=O)N[C@@H](CO)C(=O)N1	3	6	-5	-6	3.6	18	1.0	0.038	5
CCOC(=O)C1=NN(c2ccccc2C)C2=NC(C)=C(C(=O)OC)C(c3cccs3)N12 (stereo not drawn)	4	6	6	-7	-0.8	19	-4.1	-2.3	14
Cc1ccc(C(=O)C2Oc3ccccc3C3CC(c4ccc(C)cc4)=NN23)cc1 (stereo not drawn)	-5	.	-1	-8	-0.3	8	0.2	1.7	4
Fc1ccccc1Cn1nnc(-c2ccc3c(c2)OCO3)n1	3	0	3	-5	1.5	11	6.3	-0.95	4
Oc1ccccc1/C=N/Nc1cc(N2CCCC2)nc(N2CCCC2)n1	-4	-9	1	-6	2.2	10	-3.8	-1	9
CCOC(=O)Cc1csc(N/C(=N/S(=O)(=O)c2cc(Br)ccc2OCC)c2ccccc2)n1	-4	5	3	-4	1.5	1	0.8	0.03	3
Cc1ccnc(SCC(=O)n2c3c(c4ccccc42)CC(C)CC3)n1 (stereo not drawn)	-1	0	-1	-14	0.2	12	-3.1	.	1
O=C1C2C3C=CC(C3)C2C(=O)N1c1ccc(-c2nc3ccccc3o2)cc1 (stereo not drawn)	-10	2	-2	-22	3.7	16	1.6	.	-2

Remaining list, next part:
canonical_smiles	thrombin 1536	Rad51 HR inh	Hck Nef HTS	KLK5 inh	zVAD death inh	FXIIa inh	TNF necrop inh	KCC2 mod	FXIa inh
CCCCCCC(C)n1[nH]c(=O)c2c(C)cc(=O)[nH]c21 (stereo not drawn)	0	.	1	-3	0.2	-12	-1.2	0.24	-15
CC1=NN(C(=O)c2ccoc2C)C(O)(C(F)(F)F)C1 (stereo not drawn)	-1	1	12	-7	0.1	5	0.3	0.37	-10
O=C(Nc1ccc2c(c1)OCCO2)C1CCC1	-1	-1	5	3	0.5	19	-0.2	0.17	3
COC(=O)c1nnn(-c2ccccc2)c1N	-7	1	8	-3	0.1	-3	-1.6	-0.62	-7
COC(=O)c1ccc(=O)n(-c2ccc(OC)cc2)c1	-4	-3	0	-17	-0.1	15	-1.3	8.2*	0
CNc1cccccc1=S	-1	0	2	-17	1.1	6	-4.7	2	-2
CCOC(=O)CNCCC(=O)c1ccc(Br)cc1	-5	9	0	-15	0.0	4	1.2	-1.4	-1

Exported as labelled records: entries from further up
Cn1c(=NC(=O)c2ccccc2[N+](=O)[O-])sc2cccc(F)c21
- thrombin 1536: 0
- Rad51 HR inh: .
- Hck Nef HTS: 21
- KLK5 inh: 1
- zVAD death inh: 0.2
- FXIIa inh: 9
- TNF necrop inh: -1.5
- KCC2 mod: -0.21
- FXIa inh: 5
Cn1c(SCCC(=O)O)nnc1-c1ccncc1
- thrombin 1536: -1
- Rad51 HR inh: -1
- Hck Nef HTS: 7
- KLK5 inh: -5
- zVAD death inh: -0.5
- FXIIa inh: 9
- TNF necrop inh: -0.1
- KCC2 mod: 0.46
- FXIa inh: 8
O=S(=O)(c1ccc(Cl)s1)N1CCN(Cc2ccccc2)CC1
- thrombin 1536: -10
- Rad51 HR inh: -5
- Hck Nef HTS: -12
- KLK5 inh: -1
- zVAD death inh: 0.9
- FXIIa inh: 1
- TNF necrop inh: 3.1
- KCC2 mod: -1.2
- FXIa inh: 0
